Compound activity: PubChem BioAssay, National Center for Advancing Translational Sciences (NCATS)
TDP43 rescue: rescues yeast growth from TDP-43 toxicity. TDP-43 expressing yeast growth rescue, BacTiter-Glo, 24 h. Potency, µM (series often up to 46.1 µM), for the others: at the top dose growth rescue (activation), hits mostly activators. hit rate 1.8% among 410,000; further: % of control where 0% means no effect; nearly all actives have a fitted effect of over 50% in size
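Readout is BacTiter-Glo luminescence of cell growth, so inhibitors register as activators. TDP-43-expressing yeast at OD600=0.02 in galactose medium, after raffinose pregrowth to mid-log, were incubated with compound for 24 hr at 30 deg C.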
HT1080-NT tox: kills 2HG-producing HT-1080-NT fibrosarcoma cells; HT-1080-NT fibrosarcoma viability, CellTiter-Glo ATP luminescence, 48 h; hit rate 1.6% among 360,000; Potency, µM (series often up to 46.1 µM), for inactives: at the top dose activity, negative = less viability, usual class: cytotoxic; AID 686970;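 further: NT is the 2HG producing partner of a matched IDH1 knockdown line; 0% = DMSO-treated cells and -100% = media-only wells without cells; nearly all actives have a fitted effect of over 55% in size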
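A 48-hour cytotoxicity screen used HT-1080-NT cells plated 2 hours before compound delivery. ATP-based CellTiter-Glo luminescence measured viability, normalized to DMSO and no-cell controls.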
GLP1R cytotox: cytotoxicity in counter-screen for GLP-1R inverse agonists; HEK293 cAMP-luciferase reporter cells, luminescence, 24 h; Potency, µM (highest dose often 38.3 µM), without a hit: top-dose activity change, negative = inhibition, usual class: inhibitors; hit rate 0.13% among 410,000;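 further: loss of luciferase light is scored as toxicity; on the % scale 0 is the no-effect control and ±100 the full control effect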
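Quantitative HTS format, 1536 wells, 200 cells/uL seeded. Compounds: 23 nL, 24 h, 37 °C. Detection: luciferase reagent, luminescence at 12 min RT; decreased signal taken as cytotoxic.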
GLP1R ag: activates the human GLP-1 receptor; P43220; HEK293 GLP-1R CRE-luciferase, luminescence, 4-6 h; cells express a hypersensitive GLP-1R form; Potency, µM (titrated, usually from 45.6 µM), inactives show top-dose activation, actives largely listed as activators; hit rate 0.007% among 380,000; AID 624172; further: % of control where 0% means no effect
Target sequence (P43220 whole entry, looked up): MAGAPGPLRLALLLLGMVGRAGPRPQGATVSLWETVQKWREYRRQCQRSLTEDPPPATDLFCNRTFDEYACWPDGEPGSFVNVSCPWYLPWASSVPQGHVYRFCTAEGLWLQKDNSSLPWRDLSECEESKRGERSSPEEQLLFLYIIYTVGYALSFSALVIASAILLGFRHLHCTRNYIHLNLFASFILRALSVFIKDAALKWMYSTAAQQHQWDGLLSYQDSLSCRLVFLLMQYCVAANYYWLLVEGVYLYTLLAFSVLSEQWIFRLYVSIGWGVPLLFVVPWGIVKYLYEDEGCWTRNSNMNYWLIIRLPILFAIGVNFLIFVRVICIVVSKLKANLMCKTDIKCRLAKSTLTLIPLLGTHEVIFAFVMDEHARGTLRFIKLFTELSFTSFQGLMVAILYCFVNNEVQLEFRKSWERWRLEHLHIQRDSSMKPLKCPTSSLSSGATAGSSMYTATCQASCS
HT1080 IDH1KD tx: HT-1080 IDH1 knockdown cell toxicity (counter line); hit rate 2% among 360,000; HT-1080 IDH1 knockdown viability, ATP luminescence, 48 h; Potency, µM (titrated, usually from 46.1 µM), for the others: top-dose activity, negative = toxicity, actives largely listed as cytotoxic;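 further: 0% = DMSO wells and -100% = cell-free medium wells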
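HT-1080-IDH1KD cells (IDH1 knocked down), 750/well in RPMI with 5% FBS, treated with compound 48 h at 37 degrees C. Viability by CellTiter-Glo luminescence, normalised to DMSO and no-cell wells; concentration-response curves classed.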
SW480 rereplic: DNA re-replication induction in SW480 cells; hit rate 1.8% among 340,000; SW480 DNA re-replication, Hoechst DNA content imaging, 48 h; Potency, µM (highest dose often 46.1 µM), without a hit: at the highest dose re-replication activation, actives largely listed as activators; further: % of control where 0% means no effect; nearly all actives have a fitted effect of over 55% in size
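Compounds, transferred as 23 nL by pin tool, were incubated with cells for 48 hr; DNA content per nucleus was then quantified by Hoechst staining and fluorescence plate imaging.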
KB-3-1 cytotox: kills parental KB-3-1 adenocarcinoma cells | Potency, µM (series often up to 46.1 µM), for inactives: at the highest dose activity change, negative = cytotoxic, actives largely listed as cytotoxic | KB-3-1 viability, CellTiter-Glo ATP luminescence, 72 h | hit rate 1.4% among 400,000; further: on the % scale 0 is the no-effect control and ±100 the full control effect; nearly all actives have a fitted effect of over 60% in size
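Screening of KB-3-1 cells (DMEM, 10% FBS, phenol-red free) ran from lowest to highest compound concentration; after 72 h at 37 °C viability was read luminescently and curves fitted.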
GLP-1R inv ag: acts as inverse agonist at human GLP-1 receptor; P43220; HEK293 GLP-1R CRE-luciferase, luminescence, 24 h; GLP-1R form is constitutively active; Potency, µM (highest dose often 38.3 µM), inactives show at the highest dose activity change, negative = inhibition, most hits filed as inhibitors; hit rate 1.6% among 410,000; AID 624417; further: on the % scale 0 is the no-effect control and ±100 the full control effect; nearly all actives have a fitted effect of over 55% in size
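Inverse agonism was detected as reduced cAMP-driven luciferase luminescence after 24 h compound treatment. The cells were HEK293 clones expressing constitutively active human GLP-1R with the reporter. Reporter-only and GPR119 cell lines served as counterscreen controls.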
KB-V1 cytotox: kills drug-selected multidrug resistant KB-V1 cells. Potency, µM (highest dose often 46.1 µM), without a hit: top-dose activity change, negative = cytotoxicity, usual class: cytotoxic. AID 1347076. hit rate 3.4% among 400,000. KB-V1 MDR cells viability, CellTiter-Glo, 72 h; further: on the % scale 0 is the no-effect control and ±100 the full control effect; nearly all actives have a fitted effect of over 60% in size
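Following 72 h at 37 degrees C with compound, KB-V1 cell viability was read by CellTiter-Glo luminescence, medium being phenol-red-free DMEM plus 10% FBS; concentration-response parameters came from normalized, curve-fitted qHTS data.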
Active calls of the source: *; ? = inconclusive; . = not tested or not shown; & = joins results of further samples; [ ] = another dose, or the depositor's remark. The call rests on the fitted dose curve; in most records, active means well fitted curve in the direction sought with a large enough effect; inconclusive means small, poorly fitted or top-dose-only effect, or another doubt; inactive means no such curve, though single readings can be large; an effect the other way counts as inactive or inconclusive. Potency means the concentration at half of the fitted maximal effect.

smiles | TDP43 rescue | HT1080-NT tox | GLP1R cytotox | GLP1R ag | HT1080 IDH1KD tx | SW480 rereplic | KB-3-1 cytotox | GLP-1R inv ag | KB-V1 cytotox
COc1ccccc1NC(=O)Nc1nc(C(N)Cc2ccccc2)cs1 (stereo not drawn) | 12.3% | 23.1µM* | -3.4% | 15.5% | ? | . | 0.0% | ? | 3.6%
CC(C)c1ccc(N(CC(=O)NC2CCCCC2)C(=O)CNC(=O)c2ccco2)cc1 | -14.7% | 1.0% | 6.4% | -0.7% | 9.0% | -5.6% | 3.9% | -17.9% | -16.0%
CCN(CC)CCCN(Cc1cc2cc(OC)ccc2[nH]c1=O)C(=O)Nc1ccc(F)cc1 | -8.9% | ? | -18.4% | 14.1% | ? | ? | -16.6% | 4.47µM* | 0.0%
Cc1noc(C)c1C(=O)Nc1ccc(F)cc1 | -23.1% | 17.9% | 1.1% | 5.2% | 9.0% | -98.0%[inhibitor] | -0.9% | 6.3% | 9.0%
O=c1c2ccccc2ncn1-c1cccc([N+](=O)[O-])c1 | 9.3% | 16.1% | 4.0% | -7.6% | 17.5% | -5.3% | -3.5% | 32.2%[activator] | -0.3%
CN1CCCCc2c1nc1ccccc1c2N (tested in a mixture with another compound) | 0.0% | -6.7% | -8.0% | -4.9% | -21.4% | -13.3% | 9.6% | 0.0% | -4.5%
COc1ccc(OCC(=O)NC(=S)Nc2ccc(N3CCOCC3)c(Cl)c2)cc1 | 0.0% | -5.9% | 4.6% | -2.1% | -4.3% | -9.5% | 1.1% | 0.0% | 1.2%
CC(=O)NC(c1cccc(F)c1)c1nc(-c2cc3ccccc3o2)cs1 (stereo not drawn) | ? | ? | -29.9% | -2.6% | ? | . | ? | ? | ?
O=C(CSc1nnc(-c2cccnc2)n1-c1ccccc1)N1CCN(c2ccc(F)cc2)CC1 | 5.4% | 4.0% | -0.8% | -1.3% | 5.3% | -3.0%[9.22 µM] | -16.9% | ? | ?
COc1ccc2oc(=O)c(C(=O)NCCc3c(C)[nH]c4c(C)cccc34)cc2c1 | 26.7% | . | -11.1% | 19.5% | . | . | 16.8% | ? | ?
CCC1NC(=O)c2ccccc2N1c1cccc(Cl)c1 (stereo not drawn) | -5.5% | -27.2% | 4.1% | 13.4% | ? | -5.0% | 5.5% | ? | ?
O=C(Nc1cccc(-c2nnc(-c3ccccc3)o2)c1)C1CCCO1 (stereo not drawn) | 0.0% | -3.6% | -15.8% | 0.1% | 5.1% | 0.1% | -8.2% | 29.0% | -7.5%
Cc1ccccc1-c1nnc(C2CCN(S(=O)(=O)c3ccc(Cl)cc3)CC2)o1 | 13.3%[9.22 µM] | . | 3.0% | . | . | . | -19.8% | 10.7% | -12.2%
CC1(C)CC(=O)C2=C(C1)N(c1ccc(F)cc1)C(=O)NC2(C(F)(F)F)C(F)(F)F | -20.8% | 4.3% | 5.7% | 12.5% | -2.4% | -5.2% | -0.2% | -3.2% | 2.4%
COc1cc2c(=O)n(Cc3ccccc3)c(=O)n(CC(=O)NCCc3ccccc3)c2cc1OC | -1.3% | -29.1% | 4.0% | -1.6% | -23.5% | -5.0% | -9.9% | 13.3% | ?
O=C1CCCN1CC(O)CS(=O)(=O)Cc1ccc(Cl)cc1 (stereo not drawn) | 22.3% | 3.8% | 3.5% | -2.4% | 10.3% | -0.1% | 0.2% | -1.7% | 11.7%
CCOC(=O)Cc1csc(NC(=O)CSc2nnc(-c3ccc(OC)cc3)n2C)n1 | 10.3% | 5.2% | -5.0% | -13.2% | 16.0% | -3.7% | 4.1% | 0.0% | ?
O=C(NCc1ccc(F)cc1)C1CCN(S(=O)(=O)c2ccc(N3CCCC3=O)cc2)CC1 | 10.5% | 6.7% | 6.0% | 11.7% | 2.9% | . | 12.0% | 0.8% | 1.3%
N#CCC(=O)N1CCN(Cc2ccc3c(c2)OCO3)CC1 | -3.9% | -6.3% | 7.5% | 3.3% | -0.1% | -11.1% | 1.1% | 8.1% | 16.9%
COC(=O)CN1CCN(C(=O)c2ccco2)CC1 | 21.2% | 19.6% | -4.2% | -0.2% | 16.0% | -7.4% | 0.4% | 20.1% | 1.2%
CCCCn1c(N)c(N(C(=O)CSc2nnc(C)n2-c2ccccc2)C2CCCC2)c(=O)[nH]c1=O | 13.7% | -0.8% | 3.0% | -3.3% | -3.0% | -15.3% | 19.5% | 10.7% | -1.4%
CCCN(CCC)S(=O)(=O)c1ccc(NC(=O)C2CCCO2)cc1 (stereo not drawn) | 1.4% | 9.3% | -14.0% | 0.8% | 8.2% | 3.4% | 2.5% | ? | ?
CCOc1ccc(S(=O)(=O)n2nc(C)c(S(=O)(=O)N3CCCCC3)c2C)cc1 | 12.9% | . | 0.2% | -2.0% | . | . | 2.6% | 9.5% | ?
COc1ccccc1C(=O)Nc1nnc(S(=O)(=O)N2CCCCC2)s1 | ? | 4.3% | -3.8%&4.7% | -0.4% | -5.1% | -12.0% | -16.9%&1.6% | 21.8%&11.0% | 2.7%&-15.7%
C/C(=N\N1CCN(c2ccccc2)CC1)c1ccncc1 | 1.2% | 27.6% | 24.6% | -13.7% | 8.2% | -1.2% | ? | 3.6% | 0.0%
CCOc1ccccc1-n1cnc(C#N)c1N | -14.2% | 0.1% | -0.8% | -4.0% | -1.2% | ? | -0.1% | -10.0% | 3.2%
Cc1cc(C)c(NC(=O)C2CCCN2CCC(C)C)c(C)c1 (stereo not drawn) | 3.5% | -0.6% | 10.2% | 4.5% | -5.9% | -1.8% | -1.0% | ? | -22.7%
CN(C)C(=O)c1cccc(-c2cnc3c(NC=O)cc(-c4cc(F)c(F)c(F)c4)cn23)c1 | 31.2% | -1.1% | 6.1% | 12.8% | 6.2% | . | -0.1% | 8.1% | -23.8%
CCc1ccc(C(c2ccccc2)c2c[nH]c3ccc(C)cc23)s1 (stereo not drawn) | 0.0% | . | -0.8% | . | . | . | -2.2% | ? | 1.0%
CCOc1ccc(CCNC(=O)c2sc3nc4n(c(=O)c3c2C)CCCC4)cc1 | 0.0% | . | -5.4% | . | . | . | -2.5% | 4.5% | ?
O=C1CCCN1CC(O)CS(=O)(=O)Cc1ccc(Cl)cc1Cl (stereo not drawn) | 12.5% | 1.4% | -0.9% | 7.4% | 2.2% | 14.1% | 0.2% | 12.0% | 22.5%
CCCC(=O)NC(NC1CCS(=O)(=O)C1)C(Cl)(Cl)Cl (stereo not drawn) | ? | 18.4% | 5.5% | 0.1% | -14.3% | 5.3% | 3.3% | 17.9% | -3.9%
CC(C)CC(=O)NC1(C(F)(F)F)C(=O)N(CC(C)C)C2=C1C(=O)CC(C)(C)C2 (stereo not drawn) | 0.7% | 24.2% | -2.0% | -9.1% | 22.0% | -7.8% | 4.9% | 5.4% | 5.9%
CCCCOc1ccc(-c2nc(-c3cccnc3)no2)cc1 | 0.0% | 16.5% | -5.9% | -6.2% | 24.4% | -8.7% | -8.0% | 32.0%[activator] | -10.3%
N/C(=N\OC(=O)CCCC(=O)O)c1ncc(C(F)(F)F)cc1Cl | -18.3% | ? | 6.9% | 7.4% | 23.8% | -62.5%[inhibitor] | -2.6% | 6.6% | 13.0%
Cc1ccc(NC(=O)CN(C)C(=O)Cc2c[nH]c3ccccc23)cc1 | 15.0% | -10.8% | -27.7% | -3.9% | -8.0% | -7.3% | 1.4% | ? | 18.4µM*
COCOc1ccc(C=O)c(O)c1 | -6.7% | -6.6% | 1.7% | 0.6% | -4.5% | 1.2% | ? | -10.2% | -3.5%
COC(=O)COc1nc(C)c(Br)c(OC)n1 | -3.6% | 2.6% | -0.7% | -1.3% | 12.4% | -2.7% | 3.1% | 8.0% | 12.5%
CC(C)C(=O)NNC(=O)CSc1nnnn1C(C)C | 12.2% | 6.7% | -12.5% | -6.9% | 1.1% | -0.6% | 9.3% | 18.6% | 20.9%
CC1CCN(S(=O)(=O)c2ccc(C(=O)Nc3nc4ccc(F)cc4s3)cc2)CC1 | 14.3% | . | 0.9% | -3.5% | . | . | 3.7% | 10.2% | 9.0%

Gathered by group: those above with a thiophene ring, fused or not (two)
smiles | TDP43 rescue | HT1080-NT tox | GLP1R cytotox | GLP1R ag | HT1080 IDH1KD tx | SW480 rereplic | KB-3-1 cytotox | GLP-1R inv ag | KB-V1 cytotox
CCc1ccc(C(c2ccccc2)c2c[nH]c3ccc(C)cc23)s1 (stereo not drawn) | 0.0% | . | -0.8% | . | . | . | -2.2% | ? | 1.0%
CCOc1ccc(CCNC(=O)c2sc3nc4n(c(=O)c3c2C)CCCC4)cc1 | 0.0% | . | -5.4% | . | . | . | -2.5% | 4.5% | ?

3 entries already listed, ordered by the number in GLP1R ag, rising.
smiles | GLP1R ag | SW480 rereplic
COc1ccccc1C(=O)Nc1nnc(S(=O)(=O)N2CCCCC2)s1 | -0.4% | -12.0%
CCCN(CCC)S(=O)(=O)c1ccc(NC(=O)C2CCCO2)cc1 (stereo not drawn) | 0.8% | 3.4%
Cc1cc(C)c(NC(=O)C2CCCN2CCC(C)C)c(C)c1 (stereo not drawn) | 4.5% | -1.8%

Next structures follow:
smiles | TDP43 rescue | HT1080-NT tox | GLP1R cytotox | GLP1R ag | HT1080 IDH1KD tx | SW480 rereplic | KB-3-1 cytotox | GLP-1R inv ag | KB-V1 cytotox
Cc1cnc(NC(=O)Cc2cccs2)s1 | 23.1% | 9.9% | -5.7% | 9.5% | 5.8% | 13.4% | -0.2% | 8.5% | 11.4%
O=C(NCCc1ccccc1)C1CCCN(S(=O)(=O)c2cccc3nsnc23)C1 (stereo not drawn) | 5.5% | 3.0% | 11.4% | -3.3% | 0.6% | . | 0.0% | 3.1% | ?
O=C(NCCn1cc(SCC(=O)N2CCOCC2)c2ccccc21)c1ccccc1 | -0.6% | -6.0% | -1.8% | 3.3% | 1.6% | -3.3% | -12.6% | 10.0% | -27.9%
O=C(Nc1ccc(N2CCCC2)c(Cl)c1)c1cccnc1 | 4.0% | 5.5% | -5.0% | 10.8% | 8.6% | 5.9% | ? | 6.4% | ?
